# PAFAH1B3 inh: blocks human PAF acetylhydrolase 1B catalytic subunit 3; 0.28% of 340,000 active; inhibition, % at 3.39 µM; Q15102; recombinant PAFAH1B3, FP-rhodamine probe, fluorescence polarization;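 active = inhibition above the screen-wide average of all tested compounds plus 3 SD, cut at about 25% in these data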;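 note: 0% = enzyme with DMSO only and 100% = wells lacking PAFAH1B3 protein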
# Target sequence (Q15102 whole entry, looked up): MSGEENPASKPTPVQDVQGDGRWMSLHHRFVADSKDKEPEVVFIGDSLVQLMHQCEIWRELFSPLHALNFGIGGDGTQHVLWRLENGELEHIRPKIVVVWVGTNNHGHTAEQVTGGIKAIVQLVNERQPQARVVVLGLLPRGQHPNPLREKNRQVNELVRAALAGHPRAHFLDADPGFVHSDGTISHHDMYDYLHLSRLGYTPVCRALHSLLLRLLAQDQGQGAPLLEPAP
# PAFAH2 inh: inhibitors of human PAFAH2; inhibition, % at 3.39 µM; recombinant PAFAH2, FP-rhodamine activity probe, fluorescence polarization; Q99487; 0.99% of 340,000 active;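 active = inhibition above the mean over all tested compounds plus 3 SD, cut at about 30% in these data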;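 note: inhibitors block probe labeling of enzyme so polarization drops; 0% = enzyme with DMSO and 100% = wells lacking PAFAH2 protein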
# EBNA-1 inh: blocks EBNA-1 binding to DNA; EBNA-1 DNA binding, fluorescence polarization; inhibition, % at 14.8 µM; 0.34% of 300,000 active; AID 1950; in the data active = inhibition above about 28%
# PREPL inh: inhibits the human prolyl oligopeptidase-like enzyme | recombinant PREPL, fluorescence polarization activity-based probe | inhibition, % at 5.96 µM | 0.68% of 320,000 active; in the data active = inhibition above about 43%;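 note: 0% = enzyme with DMSO and 100% = wells lacking enzyme; many of its hits are not listed in these tables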
# GSTO1 inh: counter-screen for RBBP9 inhibitors: inhibitors of human GSTO1; recombinant GSTO1, activity-based probe fluorescence polarization; AID 1974; inhibition, % at 5.96 µM; P78417; 1.1% of 300,000 active;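 active = inhibition above the campaign mean inhibition plus 3 SD, cut at about 35% in these data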;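 note: 0% = GSTO1-1 with DMSO and 100% = wells lacking GSTO1-1 enzyme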
# Target sequence (P78417 whole entry, looked up): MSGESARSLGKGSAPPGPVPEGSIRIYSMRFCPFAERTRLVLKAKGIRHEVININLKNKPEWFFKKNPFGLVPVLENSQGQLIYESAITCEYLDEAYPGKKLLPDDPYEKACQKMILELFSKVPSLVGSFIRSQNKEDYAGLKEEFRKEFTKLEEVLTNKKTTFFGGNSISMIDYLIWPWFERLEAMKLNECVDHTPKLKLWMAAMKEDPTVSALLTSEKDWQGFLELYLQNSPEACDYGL
# LYPLA1 counter: counter-screen for PME1 inhibitors: inhibitors of human LYPLA1; 0.16% of 320,000 active; recombinant LYPLA1, FP-Rh probe fluorescence polarization; AID 2174; inhibition, % at 5.9 µM;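 active = inhibition above the mean of all tested compounds plus 3 SD, set per campaign, cut at about 14% in these data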;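 note: inhibitors block serine hydrolase probe labeling of LYPLA1 so polarization falls; 0% = enzyme with DMSO and 100% = wells lacking LYPLA1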
# Target sequence (O75608 whole entry, looked up): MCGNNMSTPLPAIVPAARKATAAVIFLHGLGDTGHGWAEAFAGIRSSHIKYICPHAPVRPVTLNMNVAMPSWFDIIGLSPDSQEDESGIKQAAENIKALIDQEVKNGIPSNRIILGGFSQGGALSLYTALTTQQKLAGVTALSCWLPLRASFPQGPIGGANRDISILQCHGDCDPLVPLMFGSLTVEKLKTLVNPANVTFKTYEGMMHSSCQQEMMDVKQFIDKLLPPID
# LYPLA2 inh: LYPLA2 (human) inhibition in PME1 counter-screen | inhibition, % at 5.9 µM | 0.38% of 320,000 active | recombinant LYPLA2, FP-Rh probe fluorescence polarization;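 active = inhibition above the screen-wide mean plus 3 SD, limit set per campaign, cut at about 26% in these data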;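 note: 0% = LYPLA2 with DMSO and 100% = wells lacking LYPLA2 enzyme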
# Target sequence (O95372 whole entry, looked up): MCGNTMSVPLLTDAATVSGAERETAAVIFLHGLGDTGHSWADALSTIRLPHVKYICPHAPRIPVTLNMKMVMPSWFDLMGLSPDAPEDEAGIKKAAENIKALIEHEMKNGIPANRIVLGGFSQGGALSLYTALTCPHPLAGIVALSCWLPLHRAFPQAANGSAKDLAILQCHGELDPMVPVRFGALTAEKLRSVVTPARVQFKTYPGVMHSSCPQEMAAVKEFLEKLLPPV
# ZTA counter: ZTA (EBV) inhibition in EBNA-1 counter-screen; P03206; ZTA-DNA binding, fluorescence polarization; inhibition, % at 11 µM; 0.15% of 320,000 active; in the data active = inhibition above about 33%
# PAD4 inh: blocks human protein arginine deiminase 4. recombinant PAD4, RCA probe fluorescence polarization. Q9UM07. AID 485272. 0.41% of 330,000 active. inhibition, % at 6.36 µM;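 active = percent inhibition above a cutoff equal to the mean of all tested compounds plus 3 SD, cut at about 15% in these data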;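 note: 0% = PAD4 with RCA probe and DMSO and 100% = probe without PAD4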
# Numbers without * were called inactive; . = not tested or not shown.
SMILES,PAFAH1B3 inh,PAFAH2 inh,EBNA-1 inh,PREPL inh,GSTO1 inh,LYPLA1 counter,LYPLA2 inh,ZTA counter,PAD4 inh
O=C(c1noc2c1CSc1ccccc1-2)N1CCN(c2ccc(Cl)cc2)CC1,1.4,-0.9,-7.8,6.2,0.2,-3.7,1.9,-4.7,1.9
CC(=O)Nc1ccc(S(=O)(=O)N2CCCC3CCCCC32)cc1 (stereo not drawn),1.4,-13.2,.,-4.9,.,-1.6,0.5,7.9,2.4
O=C(CSc1nc2ccccc2[nH]1)Nc1ccccc1N1CCOCC1,-1.0,-1.1,0.2,5.6,0.7,-0.8,-2.6,4.4,2.5
Cc1ccc(NS(=O)(=O)c2ccc(NC(=O)c3cccs3)cc2)c(C)c1,2.1,-27.9,9.0,-19.0,-4.0,-25.7,-43.0,3.4,-5.1
CC(C)n1ncc(N2CCOCC2)c(Cl)c1=O,-6.6,-4.3,-13.2,1.4,-1.3,-0.2,0.0,-16.7,-0.5
O=C(NC(=S)Nc1ncccn1)c1ccc(Cl)cc1Cl,6.0,-0.5,-2.4,5.5,5.0,0.3,-1.1,13.0,-2.5
CCc1nn2cc(C(=O)c3ccccc3O)cnc2c1-c1ccc(F)cc1,-12.8,-10.1,-9.7,-16.0,7.8,-8.5,-10.1,0.0,3.2
N#C/C(=C\N1CCCCC1)S(=O)(=O)c1ccc(Cl)cc1,.,.,1.5,2.6,-7.7,-0.1,4.0,-0.7,3.8
CCOC(=O)N1CCC(Nc2nc3ccccc3n3nnnc23)CC1,8.1,1.1,-3.9,29.3,4.0,1.2,-0.8,10.0,0.4
CCN(C(=O)CN1CCCCC1)C1(C)C(=O)c2ccccc2C1=O,7.8,1.4,-6.4,1.7,-3.9,-0.2,-1.3,-1.4,-1.2
Cc1ccc(OCCC(=O)OCC(=O)NCc2ccccc2)cc1,3.5,-2.5,-8.9,13.0,9.4,2.9,4.3,-25.6,-2.9
O=C(N/N=C/c1ccc(OCc2ccccc2)cc1)c1ccc(O)cc1,3.4,-15.5,-15.5,17.3,-23.7,-16.7,-15.3,1.8,-3.5
O=C(CCc1ccc(O)cc1)c1c(O)cc(O)cc1O,-0.1,-10.9,-6.5,4.9,46.4*,-3.0,1.1,-2.6,0.1
O=C(O)C1C2CC2CN1C(=O)c1ccc(Cl)cc1Cl (stereo not drawn),.,.,-2.7,7.1,-5.7,2.0,-2.4,-0.2,-4.8
Cc1sc2nc(COC(=O)c3ccc(O)cc3)[nH]c(=O)c2c1C,3.3,22.4,1.3,-13.2,-11.7,-6.5,-6.9,-3.7,-0.6
Cc1ccc(NC(=O)C2CCN(S(=O)(=O)c3ccc(N4CCCC4=O)cc3)CC2)cc1Cl,-6.5,-8.0,-5.7,-11.7,-9.1,-10.2,-6.0,-7.1,-5.0
CC(Sc1ncnc2ccccc12)C(=O)Nc1ccc2c(c1)OCCO2 (stereo not drawn),7.1,-10.0,-4.4,-8.3,4.5,1.0,-3.2,-18.4,-9.0
O=C(/C=C/c1cnc2ccccc2n1)NC12CC3CC(CC(C3)C1)C2,5.5,5.4,-8.2,10.0,-2.5,-0.6,4.0,-2.2,2.8
CCn1c(CCNS(=O)(=O)c2ccccc2Br)nnc1SC,-3.5,1.8,2.8,9.0,7.7,-2.6,0.1,-9.3,1.2
O=C(NCCc1ccco1)C(=O)NCC1OCCCN1S(=O)(=O)c1cc(F)ccc1F (stereo not drawn),-3.1,0.9,8.0,-0.6,-2.3,4.3,2.7,-4.2,-1.8
COCCn1c(-c2ccco2)csc1=Nc1cccnc1,0.0,0.7,10.9,15.9,12.2,-0.5,1.0,1.9,-6.8
CC(=O)c1cc(C(=O)N2CCCC(CCC(=O)N(C)CCc3ccccn3)C2)cs1 (stereo not drawn),6.1,0.3,-1.5,3.6,22.0,0.1,6.2,-13.9,-1.5
Cc1cc(=O)n2nc(-c3ccc(C(F)(F)F)cc3)sc2n1,7.5,2.0,10.2,-2.5,-5.2,0.7,8.7,-4.5,0.1
O=C(Nc1ccc(Cl)c([N+](=O)[O-])c1)c1ccc2c(c1)OCCO2,0.6,-3.5,3.1,8.4,0.6,-7.9,-3.6,-14.9,0.4
COc1ccc(CNC(=O)CCn2c(=O)c3cccn3c3ccc(F)cc32)cc1,-5.6,4.1,0.1,-11.0,7.8,-0.9,-3.2,-15.9,2.4
CC(C)c1ccc(NC2CCCN(C(=O)CCN3Cc4ccccc4C3=O)C2)cc1 (stereo not drawn),4.3,9.3,-21.6,8.7,1.2,0.7,3.6,-8.2,-4.9
O=C(O)c1ccccc1N/N=C/c1c(Sc2nnnn2-c2ccccc2)nc2ccccn2c1=O,-0.4,16.7,11.3,9.4,30.0,2.5,-0.5,0.6,-8.3
CC(C)CC(NC(=O)OC(C)(C)C)C(=O)NCc1ccccc1 (stereo not drawn),1.6,6.3,-6.5,-3.2,2.8,-0.7,-2.1,1.1,-4.5
CC(C)(C)C1(O)CC(C(F)(F)F)=NN1C(=O)Cc1ccc([N+](=O)[O-])cc1 (stereo not drawn),-2.2,12.9,-2.2,8.8,10.4,-1.1,-5.4,-6.4,-0.2
CCN1CCC(N2CCN(c3ccc(F)cc3)CC2)CC1,2.4,-5.9,2.7,9.0,3.7,-0.6,3.1,21.5,1.4
COc1cc(C(=O)NCCOc2cc(C)ccc2C(C)C)cc(OC)c1OC,0.8,-5.0,5.0,-9.5,-6.6,-1.9,-1.7,-11.6,3.2
Cc1cnc(C(=O)OCc2csc(CC(=O)Nc3ccccc3C)n2)cn1,0.2,3.5,-9.1,0.9,-3.1,-0.1,-1.8,-1.4,-6.7
CC(C)(O)C1CC[C@@](C)([C@@H]2CC[C@]3(C)[C@H]2[C@H](O)CC2[C@@]4(C)CCC(O)C(C)(C)C4C(OC4OC(CO)C(O)C(O)C4O[C@@H]4OCC(O)C(O)C4O)C[C@]23C)O1 (stereo partly drawn),1.6,-2.3,.,3.6,.,.,.,.,-6.7
O=C(NCCN1CCOCC1)c1cccs1,1.8,1.4,10.0,10.5,4.0,4.1,2.1,-14.0,1.2
C=CCc1cccc(C2Nc3ccccc3C(=O)N2O)c1O (stereo not drawn),8.2,0.9,-0.3,6.0,5.0,3.1,-0.6,-12.9,1.3
C=CCOC(=O)C1=C[C@H](c2ccc(C(F)(F)F)cc2)C[C@H](OCCCCO)O1,-1.9,0.2,-1.7,10.2,3.2,2.8,3.2,-2.0,-5.0
C=CCn1nc(-c2ccccc2)c2c(C)onc2c1=O,2.6,-12.1,-1.2,2.2,6.7,-5.8,-4.4,8.4,-6.3
COc1cc(/C=N/NC(=S)Nc2cccnc2)cc(OC)c1O,0.0,-0.7,-19.4,12.8,12.4,2.3,3.2,-6.0,-5.7
Cc1nnc(SCC(=O)N(C)C2CCS(=O)(=O)C2)n1Cc1ccccc1 (stereo not drawn),-1.6,9.2,0.2,-2.2,4.8,-1.2,-6.9,4.6,3.4
O=C(CCCCl)OCc1cn(-c2ccc(Cl)cc2)nn1,.,.,12.0,11.9,24.4,2.2,-0.2,-5.2,-2.7
CCc1cccc2c(C(=O)COC(=O)c3c(C)noc3C)c[nH]c12,-6.7,-0.6,-0.1,-3.0,-7.0,-3.1,10.9,4.0,1.9
COc1ccc(S(=O)(=O)CC(=O)c2cc3cc(Br)ccc3oc2=O)cc1,8.4,16.9,6.3,1.4,2.7,-2.9,-1.0,-3.9,-11.5
CCOc1ccc2nc(N(CCN(CC)CC)C(=O)c3ccc([N+](=O)[O-])cc3)sc2c1,7.0,-1.9,-1.4,2.1,-5.5,1.5,1.8,-1.2,-2.8
C=CCn1c(SCC#N)nc2ccccc2c1=O,8.4,-9.9,-15.8,3.1,2.7,-0.4,-1.4,7.4,-3.5
COc1ccc(C(C(=O)NC2CCCC2)N(CC2CCCO2)C(=O)Cc2cccs2)cc1OC (stereo not drawn),-7.9,-3.5,11.6,2.5,-1.0,1.2,5.3,-2.9,0.5

# Reprinted from the part before: 4 entries, then new ones.
SMILES,PAFAH1B3 inh,PAFAH2 inh,EBNA-1 inh,PREPL inh,GSTO1 inh,LYPLA1 counter,LYPLA2 inh,ZTA counter,PAD4 inh
COc1ccc(S(=O)(=O)CC(=O)c2cc3cc(Br)ccc3oc2=O)cc1,8.4,16.9,6.3,1.4,2.7,-2.9,-1.0,-3.9,-11.5
CCOc1ccc2nc(N(CCN(CC)CC)C(=O)c3ccc([N+](=O)[O-])cc3)sc2c1,7.0,-1.9,-1.4,2.1,-5.5,1.5,1.8,-1.2,-2.8
C=CCn1c(SCC#N)nc2ccccc2c1=O,8.4,-9.9,-15.8,3.1,2.7,-0.4,-1.4,7.4,-3.5
COc1ccc(C(C(=O)NC2CCCC2)N(CC2CCCO2)C(=O)Cc2cccs2)cc1OC (stereo not drawn),-7.9,-3.5,11.6,2.5,-1.0,1.2,5.3,-2.9,0.5
CN1CCN(c2ccc([N+](=O)[O-])cc2C(=O)Nc2ccccc2)CC1,11.3,-2.9,-1.3,-6.3,1.7,-2.3,-4.3,-10.8,-8.4
COC(=O)c1ccc(C(=O)N2CCCC(Nc3ccc(C(C)C)cc3)C2)cc1 (stereo not drawn),6.9,-0.4,-25.3,21.3,7.3,0.0,-4.9,-20.0,-4.8
O=C(Nc1cccc(F)c1)c1ccc(S(=O)(=O)N2CCCC2)cc1,-1.0,0.5,-6.1,-3.6,2.4,0.0,0.0,10.6,7.9
COc1ccc(OC)c(S(=O)(=O)n2ccc(C)n2)c1,5.3,-5.0,4.7,-3.4,1.1,2.9,0.0,-7.0,1.3
O=C(CSc1nc2[nH]ncc2c(=O)[nH]1)Nc1nccs1,.,.,-6.8,6.2,2.5,5.3,13.7,-31.3,5.0
Cc1cccc(N(C(=O)Cc2cccs2)C(C(=O)NCc2ccco2)c2ccncc2)c1 (stereo not drawn),.,.,1.8,0.1,-1.0,0.1,5.2,11.0,-4.4
COc1ccc(/C=C/C(=O)Oc2cc(C)[nH]c(=O)c2[N+](=O)[O-])cc1OC,0.4,-3.6,-4.8,7.8,7.6,-1.2,1.3,2.7,3.2
O=C(NCc1ccco1)C(Cc1ccccc1)N1C(=O)C2C3C=CC(C3)C2C1=O (stereo not drawn),-0.9,2.8,-1.4,-1.4,3.2,0.2,-4.1,9.4,4.8
CC(C)c1nc2oc3c(NCCO)ncnc3c2c2c1COC(C)(C)C2,6.7,0.1,1.1,6.1,8.5,5.8,2.0,0.8,1.1
Cc1ccc2c(CC(=O)OCC(=O)Nc3ccc(Cl)cn3)coc2c1,-1.4,3.2,5.0,-3.5,5.7,-3.3,-5.1,1.3,-1.0
CC/C(=N\NC(=O)Nc1ccccc1)c1ccccc1,-6.8,4.5,3.9,6.4,12.1,-0.9,3.7,8.5,3.5
COc1ccc(N2CCN(S(=O)(=O)CCNC(=O)C34CC5CC(CC(C5)C3)C4)CC2)cc1,7.3,1.9,-4.0,10.2,7.5,-0.5,3.2,-0.8,2.6
NC(=O)C1CCN(CCC(=O)Nc2ccc3c(c2)CCC3)CC1,4.6,3.9,6.9,26.9,-1.6,-1.4,4.2,3.5,-2.3
COc1cccc(NC(=O)Cc2ccccc2)c1,3.6,-7.4,-3.9,10.3,-0.6,0.4,0.9,-3.5,-4.8
Cc1ccc(C(=O)NC(C(=O)OCc2cn3cc(Cl)ccc3n2)C(C)C)cc1 (stereo not drawn),6.6,-3.0,.,-3.5,.,2.4,4.8,-4.1,1.4
COC(=O)C1=C(C)N(CCCC(=O)O)C(=O)NC1c1cccc(OC)c1 (stereo not drawn),0.0,-2.5,8.0,2.7,4.2,-1.3,6.9,5.4,2.6
CCCc1nnc(SCC(=O)NC2CC2)n1C,4.5,-10.3,0.5,-3.2,3.5,-2.3,-7.2,-3.5,4.0
CCOC(=O)C(C)Oc1ncnc2cccc(F)c12 (stereo not drawn),8.2,0.4,14.0,6.1,1.1,-0.2,-1.0,14.0,1.0

# These rows are one share of the data; count on the stated rates, not on these rows.
